# Source: PubChem BioAssay (several laboratories)
# PPARg SRC1 recr – PPARgamma-driven SRC-1 recruitment agonism; PPARgamma-SRC-1 coactivator recruitment biochemical assay; activation, % at 8 µM; AID 631; hit rate 0.41% among 200,000; P37231; in the data active = activation above about 19%;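 note: 0% = DMSO and 100% = reference agonist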
# Target sequence (P37231 whole entry, looked up): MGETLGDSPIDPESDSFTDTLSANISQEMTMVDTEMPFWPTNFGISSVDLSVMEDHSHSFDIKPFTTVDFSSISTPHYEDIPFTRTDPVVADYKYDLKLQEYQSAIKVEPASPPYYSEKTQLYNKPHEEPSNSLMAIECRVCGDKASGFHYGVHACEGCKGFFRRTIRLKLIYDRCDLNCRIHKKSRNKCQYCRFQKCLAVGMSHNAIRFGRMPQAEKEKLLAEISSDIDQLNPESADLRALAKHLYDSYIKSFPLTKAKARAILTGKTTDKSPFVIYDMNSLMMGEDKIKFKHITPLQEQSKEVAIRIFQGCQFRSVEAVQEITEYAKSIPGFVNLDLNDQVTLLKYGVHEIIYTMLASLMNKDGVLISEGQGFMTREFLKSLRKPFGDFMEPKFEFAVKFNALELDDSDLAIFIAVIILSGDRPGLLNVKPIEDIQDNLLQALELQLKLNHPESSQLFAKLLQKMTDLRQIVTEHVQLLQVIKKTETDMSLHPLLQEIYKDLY
# bIAP act – increases bovine intestinal alkaline phosphatase activity; purified bovine IAP, CDP-star luminescence, 30 min; stronger effect = higher value; fold of DMSO-control signal, blank-subtracted; activation factor at 20 µM; hit rate 0.17% among 200,000;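 active = activation factor of 2 or more at 20 µM, a signal rise over negative controls twice the positive control's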
# TNAP inh noacc – TNAP (human) inhibition, acceptor-free conditions | AID 1012 | purified TNAP, CDP-star luminescence, 30 min | inhibition, % at 20 µM | hit rate 0.26% among 200,000;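 active = tissue-nonspecific alkaline phosphatase inhibition above about 50% at 20 µM in the single-dose screen, limit read from the data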;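 note: 0% = DMSO negative control and 100% = EDTA positive control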
# Target sequence (P05186 whole entry, looked up): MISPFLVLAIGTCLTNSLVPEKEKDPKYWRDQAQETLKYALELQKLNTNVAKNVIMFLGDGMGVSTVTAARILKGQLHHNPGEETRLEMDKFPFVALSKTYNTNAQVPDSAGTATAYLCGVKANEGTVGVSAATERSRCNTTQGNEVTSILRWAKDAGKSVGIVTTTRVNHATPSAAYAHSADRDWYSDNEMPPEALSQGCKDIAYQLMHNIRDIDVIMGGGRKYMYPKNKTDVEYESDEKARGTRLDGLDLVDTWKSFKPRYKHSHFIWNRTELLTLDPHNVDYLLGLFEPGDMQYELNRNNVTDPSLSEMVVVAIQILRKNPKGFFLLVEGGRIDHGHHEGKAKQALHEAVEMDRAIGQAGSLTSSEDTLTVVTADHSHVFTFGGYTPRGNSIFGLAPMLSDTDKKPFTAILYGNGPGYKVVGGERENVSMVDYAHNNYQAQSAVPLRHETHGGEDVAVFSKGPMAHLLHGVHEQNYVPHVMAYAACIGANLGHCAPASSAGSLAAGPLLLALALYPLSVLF
# PPARg SRC-3 ag – promotes SRC-3 coactivator recruitment by human PPARgamma; AID 731; biochemical PPARgamma/SRC-3 coactivator recruitment assay; activation, % at 8 µM; hit rate 0.26% among 200,000; P37231; in the data active = activation above about 23%;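 note: 0% = DMSO and 100% = reference agonist; some compounds past the cut are filed as inactive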
# Efa HMGR inh – blocks class II HMG-CoA reductase of Enterococcus faecalis; hit rate 0.41% among 190,000; purified E. faecalis HMGR, NADPH absorbance 340 nm kinetic; inhibition, % at 10 µM;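 active = inhibition above a set limit, the median over all tested compounds plus 3 SD, cut at about 9.5% in these data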;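 note: enzyme runs in reverse so mevalonate oxidation gives rising NADPH absorbance; 0% = complete reaction with DMSO and 100% = background rate lacking mevalonate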
# TNAP act hi DEA – increases human TNAP activity under high phosphate acceptor concentration. P05186. purified TNAP, CDP-star luminescence, 1 M DEA, 30 min; stronger effect = higher value; 0 = EDTA background, 1 = DMSO-only activity. activation factor at 20 µM. 200,000 tested, under 10 active;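 active = activation factor at least 2 at 20 µM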
#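 Dosing: 20 µM single point. System: human TNAP. Amount: TNAP 1/800 final. Incubation: 30 min, room temperature. Read-out: TNAP activation factor scaled between EDTA and DMSO control wells. Signal: luminescence from CDP-star hydrolysis. Medium: 1 M DEA, pH 9.8, Mg2+, Zn2+. Control set: EDTA negative control, DMSO positive control.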
# PPARg SRC-2 ag – agonists of SRC-2 recruitment by human PPARgamma; P37231; PPARgamma LBD-SRC-2 recruitment, biochemical; activation, % at 8 µM; hit rate 0.34% among 200,000; AID 1032; in the data active = activation above about 22%;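 note: 0% = vehicle and 100% = reference agonist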
# bIAP inhibitor – blocks bovine intestinal alkaline phosphatase activity; AID 1019; purified bovine IAP, CDP-star luminescence, 30 min; inhibition, % at 20 µM; 190,000 tested, under 10 active;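 active = over 50% inhibition of intestinal alkaline phosphatase at 20 µM in the single-dose screen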
#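 test system = bovine IAP enzyme | medium = DEA buffer 100 mM, pH 9.8, with MgCl2 1.0 mM, ZnCl2 0.02 mM | detection = luminescence | dosing = single compound dose of 20 µM, 2% DMSO final | incubation = 30 min reaction at room temperature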
# TNAP inh hiacc – blocks human TNAP under high phosphate acceptor concentration; P05186; purified TNAP, CDP-star luminescence, 1 M DEA; inhibition, % at 20 µM; hit rate 0.03% among 200,000;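 active = over 50% inhibition of tissue-nonspecific alkaline phosphatase at 20 µM in the single-dose screen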;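 note: plate controls were DMSO wells for no effect and EDTA-quenched wells as full inhibition for full effect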
# SRC2 TRFRET art – TR-FRET artefact, counter-screen to PPARgamma/SRC-2 agonist assay; stronger effect = higher value; TR-FRET ratio at 8 µM; hit rate 0.4% among 200,000; AID 1049; in the data active = TR-FRET ratio above about 2000; note: inactives centre near 1500
# An asterisk follows results filed as active; / = not tested or not shown.
# The line under a structure holds: PPARg SRC1 recr	bIAP act	TNAP inh noacc	PPARg SRC-3 ag	Efa HMGR inh	TNAP act hi DEA	PPARg SRC-2 ag	bIAP inhibitor	TNAP inh hiacc	SRC2 TRFRET art
- O=C(O)C1CSC(c2ccc(O)c([N+](=O)[O-])c2)N1 (stereo not drawn)
    5	1	-9	0	-6	1	9	5	-4	1639
- COc1ccccc1CNC(=O)CCS(=O)(=O)c1cccs1
    -3	1	-4	-7	0	1	3	1	0	1643
- Cc1nn(C)c(C)c1/C=C/C(=O)c1cccs1
    0	/	/	9	0	/	1	/	/	1649
- CCOc1ccc(CN2CCN(Cc3cccn3-c3cccnc3)CC2CCO)cc1 (stereo not drawn)
    -1	1	-11	-8	-5	1.1	-3	-3	-6	1548
- COc1ccc(NC(=O)c2cc(OC)c(OC)c(OC)c2)cc1S(=O)(=O)N1CCCCC1
    5	1.1	-8	0	-1	1.1	2	-10	-5	1550
- C=CCOc1ccc(CNn2cn[nH]c2=S)cc1
    5	1	1	-7	-6	1	5	4	0	1617
- COC(OC)c1ccnc(-c2ccc(OC(=O)c3cccs3)cc2)n1
    5	1.1	-14	0	-6	1	-4	-11	-3	1612
- O=C(NCC(O)CN1CCOCC1)c1ccc([N+](=O)[O-])cc1 (stereo not drawn)
    4	1	1	2	-2	1	8	-2	-3	1544
- CCCn1ncc(CN2CCC(N3CCC(C(=O)N4CCOCC4)CC3)CC2)c1C
    0	1	-9	7	0	1	-1	-5	-4	1540
- Cc1ccc(NC(=O)CCCc2nc3ccccc3s2)c(O)c1
    4	1.3	-1	4	-5	1	-12	-31	0	1219
- CC(C)OC(=O)CSc1nnc(-c2cnccn2)n1-c1ccccc1
    4	0.9	-11	-10	-9	1	-2	11	-3	1537
- CCOC(=O)N1CCN(S(=O)(=O)c2ccc(C(=O)Nc3nnc(C4CC4)o3)cc2)CC1
    4	0.9	-12	0	-3	1	5	6	-4	1458
- O=C(O)C(CCCCN1C(=O)C2C3C=CC(C3)C2C1=O)N1C(=O)C2C3C=CC(C3)C2C1=O (stereo not drawn)
    -9	0.9	-11	3	3	1	0	5	-2	1500
- O=C(C1CC=CCC1)N1CCN(C(=O)C2CC=CCC2)CC1 (stereo not drawn)
    -3	1.1	-7	-1	-1	1	13	-5	-1	1386
- CCc1ncc(C(O)c2cccc(OC)c2OC)n1C (stereo not drawn)
    2	0.9	-4	9	-2	1	1	14	2	1537
- Cc1ccc(CSc2nnc(-c3cccc(S(=O)(=O)N4CCOCC4)c3)n2C2CCCC2)cc1
    4	1	-4	2	-4	0.9	2	4	5	1427
- Cc1ccc(-c2csc(=Nc3cccnc3)n2CCCN2CCCC2=O)cc1C
    -5	1	-15	2	-1	1	1	3	-1	1582
- COc1ccc(C(=O)Nc2nc(N)n(-c3ccccc3)n2)cc1OC
    -5	1.1	-7	-9	-1	1	4	-13	-5	1464
- COc1ccc(NC(=O)c2c(F)cccc2F)cc1S(=O)(=O)Nc1ccc(Br)cc1
    -8	1	-13	-2	-1	1	-5	-5	0	1250
- O=C1CC(N2CCN(c3ccccc3F)CC2)C(=O)N1c1ccc(F)cc1 (stereo not drawn)
    3	/	/	11	/	/	5	/	/	1677
- c1nc(N2CCC3(CC2)OCCO3)c2[nH]cnc2n1
    5	1	-2	-3	-5	1	7	3	0	1835
- CC1(C)CC(=O)C(C=Nc2ccc(NC3=C(C#N)C(=O)CC(C)(C)C3)cc2)=C(O)C1
    5	1	-15	0	0	1	-1	3	0	1723
- Cc1nn(C)c(Cl)c1CN1CCC(CO)(CC2CCCCO2)CC1 (stereo not drawn)
    5	1.1	-15	5	-3	1.1	11	-7	-5	1707
- Cc1cccc(C)c1NC(=S)N=Nc1c(O)n(C)c2ccc(S(=O)(=O)N3CCOCC3)cc12
    6	1	13	1	-5	0.9	5	0	14	1735
- CCCn1nc(C(=O)NCc2ccc3c(c2)OCO3)c2ccccc2c1=O
    12	1.2	0	6	-3	1	19	-18	0	1639
- Cc1ccc(-c2nc3sc4c(c3c(=O)n2N)CCCC4)cc1
    -5	1	12	-13	-9	0.9	-8	4	9	1478
- Cc1cccc(CN2C(=O)c3ccccc3Sc3ccc(C(=O)NCCN4CCOCC4)cc32)c1
    4	1.2	-10	2	-3	1	8	-16	-3	1608
- N#Cc1c(/N=C/C=C/c2ccccc2)sc2c1CCCC2
    1	0.9	6	0	0	1	-3	12	0	1316
- CC(C)CC(CC(C)C)=NNC(=O)c1ccc2c(c1)OCO2
    11	0.8	-14	1	-2	1	4	22	-4	1452
- CN1C[C@@H]2C[C@@H](c3cccn3-c3nccs3)N3CCC[C@@]23C1=O
    -6	1.2	-8	2	1	1	-1	-23	-4	1462

# Continuation.
# The line under a structure holds: PPARg SRC1 recr	bIAP act	TNAP inh noacc	PPARg SRC-3 ag	Efa HMGR inh	TNAP act hi DEA	PPARg SRC-2 ag	bIAP inhibitor	TNAP inh hiacc	SRC2 TRFRET art
- Cc1c(NC2=C(Cl)C(=O)N(c3ccccc3)C2=O)c(=O)n(-c2ccccc2)n1C
    8	1.1	1	2	-8	0.9	-4	-5	6	1699
- COCCNc1nnnc2c1sc1nc(N3CCOCC3)c3c(c12)CCCC3
    0	1	-6	6	0	1	-2	4	-3	1508
- CCCOc1ccccc1C(=O)N(Cc1ccco1)C1CCS(=O)(=O)C1 (stereo not drawn)
    -2	0.9	-12	-5	3	1.1	-8	12	-6	1407
- COc1ccc(C2C(C(=O)NCc3ccccn3)c3cc(OC)c(OC)cc3C(=O)N2C)cc1 (stereo not drawn)
    3	1.1	-14	1	0	1.1	1	-12	-7	1612
- CCCn1c(N/N=C(C)\C=C\c2ccccc2)nc2c1c(=O)[nH]c(=O)n2C
    3	2*	-183	2	-8	0.9	1	-101	6	1722
- O=C(NCc1ccccc1)C1=C[C@@H](C2CC2)C[C@@H](OCc2ccc(CO)cc2)O1
    1	1	-6	-4	0	1	14	-3	-5	1582
- O=C(O)CSc1c(-c2ccccc2)c2cc(Cl)ccc2[nH]c1=O
    10	0.9	-9	7	1	0.9	11	7	7	1590
- O=C(Nc1ccccc1)c1cc2ccccc2[nH]1
    8	1	-2	6	0	1	4	0	-4	1530
- COc1ccccc1CCc1nnc(CCC(=O)N(C)Cc2cccc3ncccc23)o1
    2	1	-11	-1	2	1	-3	1	-5	1429
- CCOC(CNC(=O)c1cccn2c(=O)c3cc(Cl)ccc3nc12)OCC
    -2	1	0	-11	-1	1	3	-2	1	1244
- CCOC(=O)c1cc(-c2cc3ccccc3o2)nc2c1c(=O)[nH]c(=O)n2CCOC
    2	1	-2	2	-5	1.1	4	1	-7	1700
- CCc1nc(SCC(=O)NCC2CCCO2)c2oc3ccccc3c2n1 (stereo not drawn)
    6	1	-10	15	-2	1	13	-2	-4	1623
- O=C(Oc1cccc2cccnc12)c1cccc(N2C(=O)C3C4CCC(C4)C3C2=O)c1 (stereo not drawn)
    -5	0.9	-32	7	-4	1	7	8	1	1694
- COc1cccc2cc(-c3ccnc(=S)[nH]3)oc12
    -7	0.9	1	1	-5	1	-1	12	2	1273
- O=C(NNc1cccc(Cl)n1)Nc1ccccc1
    3	0.9	-13	1	-1	1	-1	7	2	1489
- COc1ccc(NC(=O)CSc2nnc(-c3ccccc3C)n2N)cc1
    2	1.2	-58	0	0	1	-5	-16	-3	1774
- Cc1ccc2nc(-c3ccc(S(=O)(=O)N4CCCCC4)cc3)cn2c1
    3	0.9	-2	-5	-2	1	-5	6	-5	1521
- CC1CCCC(C)N1C(=O)COC(=O)c1ccc(O)cc1 (stereo not drawn)
    4	1	-10	5	-5	1.1	3	0	-5	1627
- O=C(c1cc2ncccn2n1)N1CCc2c([nH]c3ccccc23)C1c1ccccc1F (stereo not drawn)
    8	1	-8	-2	-6	1	2	-5	-3	1391
- c1ccc2oc(-c3csc(NCC4CCCO4)n3)cc2c1 (stereo not drawn)
    1	1.1	-3	1	1	1.1	6	-6	-10	1546
- O=C(NCCc1ccccc1)c1ccco1
    5	1.1	-6	-1	-2	1	7	-15	-4	1615
- COc1ccc(/C=C(/NC(=O)c2ccccc2Cl)C(=O)NCCCC(=O)O)cc1
    -2	1	-9	8	-7	1.1	9	4	-6	1570
- CCc1cc(-c2n[nH]c(C)c2-c2nc3ccccc3n2C)c(O)c(CN2CCN(C)CC2)c1O
    2	1.7	-24	5	-4	1	4	-74	-4	1588
- COC(=O)C1=C(N)Oc2cc(C)n(CC3CCCO3)c(=O)c2C1c1ccc(Cl)cc1 (stereo not drawn)
    2	0.9	-11	4	-4	1	2	9	-4	1426
- COCCCN1C(=O)C(=O)/C(=C(/O)c2ccc(OC(C)C)c(C)c2)C1c1ccncc1 (stereo not drawn)
    3	1	-12	8	1	1	3	-2	-5	1492
- CC(=O)Nc1ccccc1OCC(=O)NCCc1ccc(Cl)cc1Cl
    -4	1	-9	-2	-3	1	-2	0	-4	1504
- Cc1[nH]c2ccccc2c1/C=N/NC(=O)CCC(=O)NCc1ccccc1
    2	1	-5	4	3	1	7	4	-4	1667
- Cc1cccc(C)c1NC(=O)C1(N2CCN(C(=O)c3ccco3)CC2)CCCCC1
    2	1	-2	2	4	1	-2	4	0	1680
- COc1cc(NC(=O)C2CCCCC2)c(OC)cc1NC(=O)c1ccco1
    3	0.8	-4	-5	-2	1	-2	15	3	1448
- Cc1ccc(S(=O)(=O)N2CCN(c3nc(C(C)C)c4c(c3C#N)CC(C)(C)OC4)CC2)cc1
    2	1.1	-2	1	-2	1	8	-11	-3	1636

# Reprinted from the part before: three entries, followed by the next part.
# The line under a structure holds: PPARg SRC1 recr	bIAP act	TNAP inh noacc	PPARg SRC-3 ag	Efa HMGR inh	TNAP act hi DEA	PPARg SRC-2 ag	bIAP inhibitor	TNAP inh hiacc	SRC2 TRFRET art
- Cc1cccc(C)c1NC(=O)C1(N2CCN(C(=O)c3ccco3)CC2)CCCCC1
    2	1	-2	2	4	1	-2	4	0	1680
- COc1cc(NC(=O)C2CCCCC2)c(OC)cc1NC(=O)c1ccco1
    3	0.8	-4	-5	-2	1	-2	15	3	1448
- Cc1ccc(S(=O)(=O)N2CCN(c3nc(C(C)C)c4c(c3C#N)CC(C)(C)OC4)CC2)cc1
    2	1.1	-2	1	-2	1	8	-11	-3	1636
- COc1ccc(C)cc1S(=O)(=O)N1c2ccccc2CC1C (stereo not drawn)
    5	0.9	-9	10	-4	1.1	6	8	-8	1680
- CC1CCN(Cc2nnnn2-c2cccc([N+](=O)[O-])c2)CC1
    6	1.8	-25	4	-5	1	12	-81	-4	1471
- CC1(C)Cc2noc(N)c2C(C)(C)N1OC(=O)c1ccccc1
    -2	0.9	-8	-8	4	1	2	10	-2	1666
- CCC(=O)N1c2ccccc2C(N(C(C)=O)c2ccccc2)CC1C (stereo not drawn)
    -7	0.9	-7	1	-6	1	3	13	-2	1397
- CC1CC1c1ccc(/C=C(\C#N)C(=O)Nc2ccccc2Cl)o1 (stereo not drawn)
    8	1.1	-11	5	-3	0.9	10	-14	6	1488
- O=C(NNC(=S)NC(=O)c1cccnc1)c1ccccc1
    0	1	-55	1	2	1	6	-3	-2	1303
- CCN(CC)S(=O)(=O)c1ccc(Cl)c(C(=O)NC2CCCC2)c1
    8	1	-9	0	-2	1	10	3	-3	1732
